# p-CIP stab down: lowers stability of the mouse p/CIP coactivator protein. Q05BA5. F442A p/CIP-EGFP cells, EGFP fluorescence, 16 h. decrease of EGFP signal, % at 10 µM. 290,000 compounds, 0.01% hits;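 active = EGFP signal decrease of at least 30% at 10 µM or well 3 SD below plate mean, unless failing retest; inactive = the rest, including hits failing retest or dose response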; also: some compounds called inactive have numbers as strong as hits; many of its hits are not listed in these tables
# IDE inh: cellular human IDE inhibition. HEK cells, FAbetaB cleavage, fluorescence polarization. P14735. inhibition, % at 5.59 µM. AID 434962. 320,000 compounds, 0.41% hits;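 active = percent inhibition above the average of all tested compounds plus 3 SD, set per screening campaign, cut at about 16% in these data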;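 also: IDE supplied by intact live HEK cells; FP after avidin binding of uncleaved biotin substrate so inhibition keeps polarization high; 0% = DMSO wells and 100% = 60 µM reference IDE inhibitor Ii1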
# Target sequence (P14735 whole entry, looked up): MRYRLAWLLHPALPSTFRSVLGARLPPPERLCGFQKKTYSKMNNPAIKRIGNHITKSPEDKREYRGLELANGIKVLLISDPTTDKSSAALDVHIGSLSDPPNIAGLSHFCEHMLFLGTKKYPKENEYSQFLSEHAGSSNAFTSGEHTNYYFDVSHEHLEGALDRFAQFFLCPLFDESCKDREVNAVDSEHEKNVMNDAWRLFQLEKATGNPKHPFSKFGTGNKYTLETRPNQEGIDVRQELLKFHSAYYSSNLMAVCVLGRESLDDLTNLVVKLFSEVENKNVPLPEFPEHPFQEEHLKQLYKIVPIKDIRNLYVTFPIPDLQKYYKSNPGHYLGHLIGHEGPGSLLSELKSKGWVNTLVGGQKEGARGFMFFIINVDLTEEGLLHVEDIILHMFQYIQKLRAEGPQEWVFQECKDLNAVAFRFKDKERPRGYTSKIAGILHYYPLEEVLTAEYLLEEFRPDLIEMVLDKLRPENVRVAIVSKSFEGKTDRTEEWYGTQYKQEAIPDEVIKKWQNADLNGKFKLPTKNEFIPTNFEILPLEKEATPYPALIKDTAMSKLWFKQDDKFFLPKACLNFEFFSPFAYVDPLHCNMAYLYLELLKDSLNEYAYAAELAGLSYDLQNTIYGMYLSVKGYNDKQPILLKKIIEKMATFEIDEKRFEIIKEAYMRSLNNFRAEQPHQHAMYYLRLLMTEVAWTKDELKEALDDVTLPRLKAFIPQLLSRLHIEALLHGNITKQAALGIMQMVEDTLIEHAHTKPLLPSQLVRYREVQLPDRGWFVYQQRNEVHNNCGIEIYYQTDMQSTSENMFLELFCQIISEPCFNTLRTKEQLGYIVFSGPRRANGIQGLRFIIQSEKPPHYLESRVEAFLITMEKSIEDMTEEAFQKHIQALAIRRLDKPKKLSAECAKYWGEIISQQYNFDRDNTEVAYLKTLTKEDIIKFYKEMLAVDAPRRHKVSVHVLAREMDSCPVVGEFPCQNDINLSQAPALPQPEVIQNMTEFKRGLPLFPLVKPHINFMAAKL
# PHOSPHO1 block: blocks human PHOSPHO1 phosphatase activity | Q8TCT1 | recombinant PHOSPHO1, absorbance phosphatase assay | inhibition, % at 13.3 µM | 290,000 compounds, 1.1% hits; in the data active = inhibition above about 60%
# IDE act: activators of human insulin-degrading enzyme in cells; P14735; HEK cells, FAbeta-B cleavage, fluorescence polarization; 0% vehicle, 100% cell-free pure enzyme wells; activation, % at 5.96 µM; 340,000 compounds, 0.073% hits; AID 493087;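 active = activation above the mean of all tested compounds plus 3 SD, set per screening campaign, cut at about 17% in these data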
# CRFR2-BP antag: CRF-BP/CRF-R2 complex antagonism | AID 588475 | 350,000 compounds, 0.59% hits | HEK293 CRF-R2/CRF-BP, CRF-induced calcium fluorescence | inhibition, % at 11.8 µM;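 active = inhibition of the ligand-induced calcium signal above about 50% at the single tested concentration, limit read from the data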
# GalR3 antagonist: antagonists of human GalR3 | O60755 | HEK293 GalR3-CNG cAMP membrane potential fluorescence; galR3 body fused to GalR1 C-terminus | inhibition, % at 3 µM | 360,000 compounds, 0.44% hits | AID 651719;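 active = inhibition above the screen-wide average plus 3 SD, cut at about 13% in these data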;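 also: forskolin and galanin both at EC90 stimulate the cells; cAMP rise reported by CNG channel membrane potential dye signal; 0% = forskolin plus galanin with DMSO and 100% = forskolin alone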
# CRFR2-BP ag: agonists of human CRF-binding protein/CRF-R2 receptor complex | HEK293 CRF-R2/CRF-BP, calcium dye fluorescence (FLIPR); percent of saturating CRF peptide response | 350,000 compounds, 0.46% hits | activation, % at 13.2 µM | AID 588473;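 active = activation of at least 50%, plus an integration ratio under a set limit after plate pattern correction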;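 also: plate controls were neutral control wells without compound for no effect and CRF at EC100 for full effect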
# M4 PAM: CHRM4 positive allosteric modulation | AID 624126 | CHO-K1 hM4/Gqi5, Fluo-8 calcium fluorescence, ACh EC20; 0% = ACh EC20, 100% = maximal ACh | 360,000 compounds, 0.4% hits | P08173 | activation, % at 3 µM;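 active = activation above its plate's cutoff, the mean activation of sample wells plus 3 SD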; also: some results filed as inactive read as strong as hits
# MEKK3 PB1 HTS: modulators (inhibitors or enhancers) of MEK5 binding to human MEKK3 PB1 domain; Q99759; bead-based flow cytometry, Alexa488-MEK5 binding to MEKK3; actives lie on both sides; 0 = blocked by unlabeled MEK5, 100 = vehicle; binding response (% of control), % at 10 µM; 290,000 compounds, 1.4% hits;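 active = binding response more than 3 SD above or below the average of its plate-row segment, actives on both sides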;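 also: Alexa488 bead fluorescence after subtracting the streptavidin-only scavenger bead signal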
# An asterisk follows results filed as active; / = no result given; [ ] = another dose, or the depositor's remark.
SMILES,p-CIP stab down,IDE inh,PHOSPHO1 block,IDE act,CRFR2-BP antag,GalR3 antagonist,CRFR2-BP ag,M4 PAM,MEKK3 PB1 HTS
CN(CC(=O)OCC(=O)NC1CCCC1)S(=O)(=O)c1ccc(Cl)cc1,/,1,/,2,5,-4,-1.2,14,/
CCOC(=O)c1[nH]cnc1C(=O)Nc1cccc(Cl)c1,-10,5,39,4,-9,-5,0.8,-4,82
O=C(Nc1nc(-c2ccc(F)c(F)c2)cs1)Nc1ccc(F)cc1F,-1,-2,27,2,-2,-7,1.1,-3,102
Cc1cc(/C=N/NC(N)=O)c(C)n1-c1ccc(F)cc1,-6,1,-8,7,-17,-2,0.5,-3,101
COc1cccc(CNC(=O)Cn2c(=O)c3cccn3c3ccccc32)c1,-4,5,33,3,3,2,-0.6,3,104
O=C(O)CN1C(=O)/C(=C\c2cccc(OC(=O)c3ccco3)c2)SC1=S,-7,1,-13,1,9,-9,-0.2,12,104
O=C(CSc1nc2ccccc2n1S(=O)(=O)c1ccccc1)N1CCCCC1,-4,12,38,-1,-7,-2,-1.1,-23,97
COc1ccccc1NC(=O)c1cccc2c(Br)cccc12,-11,6,45,0,18,-4,4.0,-1,110
Cc1cc(C)n(C(=O)C(C(=O)c2ccccc2)C(C)C)n1 (configuration not stated),-8,1,-1,-1,32,-4,-6.1,7,91
COc1ccc(S(=O)(=O)N2CCOC2CNC(=O)C(=O)NCc2ccncc2)cc1C (configuration not stated),-15,6,20,1,23,1,2.5,6,101
Cc1cc(C)cc(NC(=O)N2CCCC2C(=O)NCc2ccco2)c1 (configuration not stated),-4,2,53,3,7,-1,-0.2,-5,99
Cc1cc(C)c2cc3c(N)c(C(=O)N4CCc5ccccc5C4)sc3nc2c1,6,0,2,1,-1,-6,2.0,-1,104
OC(CN1CCc2ccccc2C1)c1ccccc1 (configuration not stated),7,8,24,6,-1,-4,1.2,-5,101
Cc1cccc(Nc2ccncc2S(N)(=O)=O)c1,/,3,/,/,9,-4,-2.1,0,/
O=C(Nc1cccc(S(=O)(=O)N2CCCCC2)c1)c1ccc(S(=O)(=O)C(F)F)cc1,-18,2,28,5,54*,-1,1.8,-12,103
CN(C)c1ccc(C(=O)Nc2nnc(C3=COCCO3)o2)cc1,-1,2,-17,4,2,-3,2.6,20,102
COC(C(=O)C(O)C(C)O)C1Cc2cc3cc(OC4CC(OC5CC(O)C(O)C(C)O5)C(O)C(C)O4)c(C)c(O)c3c(O)c2C(=O)C1OC1CC(OC2CC(OC3CC(O)C(OC)C(C)O3)C(O)C(C)O2)C(O)C(C)O1 (configuration not stated),/,/,/,0,-9,-5,21,1,/
CC(C)NC(=O)/C(=C\c1cccc([N+](=O)[O-])c1)NC(=O)c1ccccc1,6,6,45,-1,-2,-7,-0.5,9,100
COCCNC(=S)Nc1ccc(Cl)c(Cl)c1,-5,2,64*,4,7,-2,-1.8,-3,107
O=C1/C(=C/c2ccc(O)c(O)c2)Oc2cc(O)ccc21,-243,34*,4,-47,-51,3,24,-2,105
CN(Cc1ccccc1)C(=O)Nc1ccccc1,3,-3,16,2,8,-5,0.3,-1,98
Cc1ccc2c(C)c(C(=O)N3CCN(c4ccncc4)CC3)oc2c1C,-7,3,20,1,8,-3,-1.2,-5,106
Cn1c(Oc2ccc(F)cc2)c(C=O)c2ccccc21,-7,3,19,4,22,-3,-1.7,-1,104
COc1ccc(CN2CCN(S(=O)(=O)c3ccc(C)cc3)CC2)cc1OC,/,-1,/,8,-12,0,1.4,7,/
COc1ccc2sc(N(CCN(C)C)C(=O)c3cc(Cl)sc3Cl)nc2c1,4,0,9,9,-9,-7,0.7,-18,106
Cc1ccc(S(=O)(=O)N2CCC3CC2c2cc(Cl)ccc23)cc1 (configuration not stated),/,/,/,4,16,-4,0.6,-4,/
Cc1ccc(-c2nc(C=Nc3ccccc3)c(O)o2)cc1,13,1,-10,4,2,-4,0.7,1,95
O=C(NCc1ccco1)C12CN(Cc3ccccc3)CC1C(c1cccc([N+](=O)[O-])c1)=NO2 (configuration not stated),9,2,15,6,-1,-2,-0.7,2,100
Cc1cccc(OCC(=O)N(Cc2ccco2)C2CCS(=O)(=O)C2)c1 (configuration not stated),0,3,23,-6,4,/,-0.8,13,102
CCOC(=O)C1CCCN(C/C(O)=C(\C#N)c2nc(-c3ccc(Cl)cc3)cs2)C1 (configuration not stated),-8,-1,7,7,26,-7,-0.6,7,107
O=C(COC(=O)c1c(F)cccc1Cl)NC(=O)Nc1ccc2c(c1)OCCO2,/,-4,/,-1,-8,-3,-0.2,-3,/
CCOC(=O)c1ccc(CC(=O)c2ccc(O)c(O)c2O)o1,-5,/,58,-6,13,0,0.5,10,100
O=C(Cc1c[nH]c2ccccc12)N1CCc2ccccc21,1,6,21,6,-28,-2,0.8,-4,2.0*[inhibitor]
CN(C)C(=S)Nc1ccc2c(c1)OCO2,-9,5,-74,3,22,0,-6.6,4,105
CCc1nnc(N/N=C/c2ccccc2Cl)n1N,-1,-12,-5,3,-2,-2,-1.2,1,96
CC(C)NS(=O)(=O)c1ccc(OCC(=O)N2CCN(c3ccccc3)CC2)cc1,7,3,-5,-8,12,-4,0.4,-3,95
COc1ccc(NC(=O)Cn2cc(C(C)=O)c3ccccc32)cc1,-30,0,-2,2,9,-6,0.3,-9,98
Cc1cc(=O)[nH]c(SCC(=O)Nc2nnc(SCc3ccccc3)s2)n1,2,4,-31,-5,-1,-3,-2.2,0,97
O=C(NNc1ccccc1[N+](=O)[O-])Nc1ccc(Cl)c(Cl)c1,7,0,3,3,-44,0,-2.3,-8,101
COc1ccc(/C=N/Nc2nc3ccccc3s2)cc1O,6,/,-7,6,-9,-5,-1.0,-7,66
CCC(=O)N1CCN(c2ccccc2NC(=O)Cc2ccccc2)CC1,2,1,14,6,44,-3,-0.9,3,98
O=c1oc2c(CN3CCOCC3)c(O)ccc2c2ccccc12,-2,4,20,-3,-10,-5,0.3,5,98
COc1cc(NC(=O)c2ccc(Br)cc2)c(OC)cc1NC(=O)c1ccccc1,9,4,24,2,0,-12,0.9,-2,90
CCc1ccc(CC)c(S(=O)(=O)Nc2ccc(O)c(C(=O)O)c2)c1,-7,-5,31,5,28,-7,-1.2,7,93
Nc1nonc1-n1nnc(C(=O)N/N=C/c2cccc(Cl)c2Cl)c1CN1CCCC1,-12,5,28,4,3,-7,-0.4,4,102
Cc1nc2ncnn2c(N2CCN(C(=O)c3cccc(F)c3)CC2)c1C,3,1,6,2,6,-1,-0.8,10,105
Cc1ccc(-c2noc(CNC(=O)c3ccoc3C)n2)cc1,-10,-2,2,3,-3,-5,-0.1,-5,97
COc1ccc(-c2cc(=O)c3ccccc3[nH]2)cc1,-4,1,-1,-2,-4,-3,-1.6,0,97
CCCCC1(C)Cc2ccccc2C(=S)N1 (configuration not stated),-6,-2,55,6,-4,-5,1.1,10,2.0*[inhibitor]
CCN(CC)S(=O)(=O)c1ccc(NC(=O)c2ccccc2N(C)S(C)(=O)=O)cc1,-8,0,15,3,-32,-3,-0.8,7,97
COc1ccc(C(=O)CSc2nnc(CN3CCCCC3)n2-c2ccc(F)cc2)cc1,9,4,-17,3,-23,-6,12,3,102
O=C(Nc1nc(-c2cccnc2)cs1)c1ccccc1Cl,16,-3,9,0,-11,-4,0.5,-4,106
O=C(CCn1c(=O)sc2ccccc21)Nc1ccon1,12,2,-5,-1,-3,-3,1.5,5,94
Cc1cccc(NC(=O)CSc2nc3ccc(N4C(=O)c5ccccc5C4=O)cc3s2)c1C,-15,1,-104,4,7,-6,-1.4,1,99
Cc1cc2nc(C)n3c4ccccc4nc3n2n1,-2,7,-6,4,1,-6,2.6,9,102
CC1CCCN(CC(=O)Nc2cccc([N+](=O)[O-])c2)C1 (configuration not stated),-14,0,23,-1,6,1,-1.9,-5,104
CSc1cccc(NC(=O)CSc2ccc(C)cc2)c1,-6,1,2,5,7,-6,-1.0,-5,105
Oc1ccc2oc3c(c2c1)CCCC3,-6,0,18,-7,-4,-2,-0.8,9,104

# Structures listed so far that contain four or more nitrogen atoms:
SMILES,p-CIP stab down,IDE inh,PHOSPHO1 block,IDE act,CRFR2-BP antag,GalR3 antagonist,CRFR2-BP ag,M4 PAM,MEKK3 PB1 HTS
Cc1cc(/C=N/NC(N)=O)c(C)n1-c1ccc(F)cc1,-6,1,-8,7,-17,-2,0.5,-3,101
COc1ccc(S(=O)(=O)N2CCOC2CNC(=O)C(=O)NCc2ccncc2)cc1C (configuration not stated),-15,6,20,1,23,1,2.5,6,101
CN(C)c1ccc(C(=O)Nc2nnc(C3=COCCO3)o2)cc1,-1,2,-17,4,2,-3,2.6,20,102
O=C(NCc1ccco1)C12CN(Cc3ccccc3)CC1C(c1cccc([N+](=O)[O-])c1)=NO2 (configuration not stated),9,2,15,6,-1,-2,-0.7,2,100
CCc1nnc(N/N=C/c2ccccc2Cl)n1N,-1,-12,-5,3,-2,-2,-1.2,1,96
Cc1cc(=O)[nH]c(SCC(=O)Nc2nnc(SCc3ccccc3)s2)n1,2,4,-31,-5,-1,-3,-2.2,0,97
O=C(NNc1ccccc1[N+](=O)[O-])Nc1ccc(Cl)c(Cl)c1,7,0,3,3,-44,0,-2.3,-8,101
Nc1nonc1-n1nnc(C(=O)N/N=C/c2cccc(Cl)c2Cl)c1CN1CCCC1,-12,5,28,4,3,-7,-0.4,4,102
Cc1nc2ncnn2c(N2CCN(C(=O)c3cccc(F)c3)CC2)c1C,3,1,6,2,6,-1,-0.8,10,105
COc1ccc(C(=O)CSc2nnc(CN3CCCCC3)n2-c2ccc(F)cc2)cc1,9,4,-17,3,-23,-6,12,3,102
Cc1cc2nc(C)n3c4ccccc4nc3n2n1,-2,7,-6,4,1,-6,2.6,9,102
